NALP1 yeast inh: blocks the NALP1 inflammasome reconstituted in yeast; S. cerevisiae NALP1/ASC/caspase-1 growth, X-gal OD620, 72 h; inhibition, % at 10 µM; actives 0.61% (n = 280,000); in the data active = inhibition mostly above about 24%, no sharp cut-off; inactive = mostly below about 32%; note: some compounds called inactive have numbers as strong as hits
SUMO HTRF inh: blocks human SUMOylation mediated by UBC9; inhibition, % at 35 µM; actives 0.36% (n = 290,000); P63279; HTRF SUMOylation assay, SAE1/SAE2 + UBC9, in vitro; AID 2006; in the data active = inhibition above about 50%, passing the limit was not always enough; note: strong numbers were not always called active
Target sequence (P63279 whole entry, looked up): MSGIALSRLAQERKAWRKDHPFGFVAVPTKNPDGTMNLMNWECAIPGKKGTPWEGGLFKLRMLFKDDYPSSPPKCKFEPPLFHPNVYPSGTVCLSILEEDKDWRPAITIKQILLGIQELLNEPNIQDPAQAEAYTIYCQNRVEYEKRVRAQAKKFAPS
IDE act: IDE (human) activation, cell-based | AID 493087 | HEK cells, FAbeta-B cleavage, fluorescence polarization; 0% vehicle, 100% cell-free pure enzyme wells | activation, % at 5.96 µM | actives 0.073% (n = 340,000);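 active = activation above the mean of all tested compounds plus 3 SD, set per screening campaign, cut at about 17% in these data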
MEKK2 WT-MEK5: raises or lowers MEK5 binding to wildtype human MEKK2 PB1 domain | Q9Y2U5 | bead flow cytometry, Alexa488-MEK5 binding to MEKK2 WT; actives lie on both sides | binding response (% of control), % at 10 µM | actives 1.1% (n = 290,000) | AID 1531; in the data active = binding response below about 67% or above about 130%
IDE inh: cellular human IDE inhibition | HEK cells, FAbetaB cleavage, fluorescence polarization | actives 0.41% (n = 320,000) | inhibition, % at 5.59 µM;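 active = percent inhibition above the average of all tested compounds plus 3 SD, set per screening campaign, cut at about 16% in these data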;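 note: IDE supplied by intact live HEK cells; FP after avidin binding of uncleaved biotin substrate so inhibition keeps polarization high; 0% = DMSO wells and 100% = 60 µM reference IDE inhibitor Ii1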
MEKK2 mut-MEK5: signal of MEK5 binding to mutant human MEKK2 PB1 domain; percent response, % at 10 µM; actives 0.35% (n = 290,000); bead flow cytometry, Alexa488-MEK5 binding to MEKK2 mutant; in the data active = percent response above about 24%, passing the limit was not always enough; note: inactives centre near 1; some results filed as inactive read as strong as hits; reference of the scale not given here
M18AAP inhibitor: blocks P. falciparum M18 aspartyl aminopeptidase. recombinant PfM18AAP, H-Glu-NHMec fluorogenic cleavage. inhibition, % at 7.35 µM. actives 1.2% (n = 290,000);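 active = inhibition above the campaign mean inhibition over all tested compounds plus 3 SD, cut at about 28% in these data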;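 note: 0% = plate median of test compound wells and 100% = 2 mM ZnCl2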
p-CIP stab down: lowers stability of the mouse p/CIP coactivator protein | Q05BA5 | F442A p/CIP-EGFP cells, EGFP fluorescence, 16 h | decrease of EGFP signal, % at 10 µM | actives 0.01% (n = 290,000) | AID 1984;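 active = EGFP signal decrease of at least 30% at 10 µM or well 3 SD below plate mean, unless failing retest; inactive = the rest, including hits failing retest or dose response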; note: some compounds called inactive have numbers as strong as hits; many of its hits are not listed in these tables
MEKK3 PB1 HTS: raises or lowers MEK5 binding to the human MEKK3 PB1 domain; Q99759; bead-based flow cytometry, Alexa488-MEK5 binding to MEKK3; actives lie on both sides; 0 = blocked by unlabeled MEK5, 100 = vehicle; binding response (% of control), % at 10 µM; AID 1529; actives 1.4% (n = 290,000);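 active = binding response more than 3 SD above or below the average of its plate-row segment, actives on both sides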;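 note: Alexa488 bead fluorescence after subtracting the streptavidin-only scavenger bead signal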
Target sequence (Q99759 whole entry, looked up, the tested form may be a part): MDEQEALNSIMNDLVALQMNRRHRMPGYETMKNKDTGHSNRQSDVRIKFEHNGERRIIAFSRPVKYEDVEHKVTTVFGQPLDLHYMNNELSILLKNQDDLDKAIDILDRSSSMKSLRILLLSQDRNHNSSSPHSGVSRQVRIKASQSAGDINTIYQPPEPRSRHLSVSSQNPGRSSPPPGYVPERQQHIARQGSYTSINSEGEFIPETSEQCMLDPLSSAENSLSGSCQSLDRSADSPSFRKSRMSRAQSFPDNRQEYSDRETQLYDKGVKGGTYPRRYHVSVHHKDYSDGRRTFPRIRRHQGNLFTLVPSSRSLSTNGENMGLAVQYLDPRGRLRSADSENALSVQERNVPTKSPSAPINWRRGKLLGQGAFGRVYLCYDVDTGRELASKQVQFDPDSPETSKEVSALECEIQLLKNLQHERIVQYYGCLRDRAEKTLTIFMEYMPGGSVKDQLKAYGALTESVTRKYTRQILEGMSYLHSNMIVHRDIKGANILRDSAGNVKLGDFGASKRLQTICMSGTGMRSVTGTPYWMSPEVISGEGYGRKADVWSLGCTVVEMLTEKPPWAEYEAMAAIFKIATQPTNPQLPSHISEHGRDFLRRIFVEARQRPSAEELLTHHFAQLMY
Numbers without * were called inactive; · = no result given.

SMILES	NALP1 yeast inh	SUMO HTRF inh	IDE act	MEKK2 WT-MEK5	IDE inh	MEKK2 mut-MEK5	M18AAP inhibitor	p-CIP stab down	MEKK3 PB1 HTS
CC(=O)c1ccc(NC(=O)COC(=O)C2C3CC4OC(=O)C2C4C3)cc1 (stereo not given)	-4	14	5	88	5	-5	14	-8	91
Cc1cccc(C)c1NC(=O)Cn1nnnc1N	-6	-2	1	109	-3	0	1	-4	106
COc1cc(NS(=O)(=O)c2cccc3nsnc23)cc(OC)c1	10	21	3	102	7	5	0	-12	106
CN(Cc1nc(-c2ccccn2)no1)S(=O)(=O)c1ccc(Cl)cc1	13	8	-9	96	1	-6	-6	-10	86
Cc1ccc(CSCCNC(=O)/C=C/c2ccccc2Cl)cc1	-9	-25	1	96	-1	-1	4	-4	95
CNc1ncc(C(=O)C(C)(C)C)s1	12	15	2	105	-1	7	-5	0	107
O=C1CCCC2=C1C(c1ccc(O)c(O)c1)c1c(ccc3ncccc13)N2 (stereo not given)	-2	10	·	100	0	-2	77*	4	95
COCCn1c(C)cc(C(=O)CSc2nnc3ccccn23)c1C	-10	10	3	104	1	0	3	-3	100
COc1ccc(NC(=O)CSc2nc3c(c(=O)n2-c2ccccc2OC)SCC3)cc1	32	1	-2	104	4	10	2	-16	107
CCOc1ccc(CN(C)Cc2cc(=O)oc3cc(C)c(Cl)cc23)cc1	10	-16	-11	101	1	-2	1	-2	95
O=C(CCCN1C(=O)c2ccccc2C1=O)Nc1ccccc1	8	13	6	105	3	0	-3	0	101
O=C(CCN1C(=O)c2ccccc2C1=O)Nc1ccncc1	32	14	0	115	0	10	7	6	111

Exported with two lines to a compound: entries from further up
Sequence of screens – NALP1 yeast inh	SUMO HTRF inh	IDE act	MEKK2 WT-MEK5	IDE inh	MEKK2 mut-MEK5	M18AAP inhibitor	p-CIP stab down	MEKK3 PB1 HTS
> CN(Cc1nc(-c2ccccn2)no1)S(=O)(=O)c1ccc(Cl)cc1
  13	8	-9	96	1	-6	-6	-10	86
> Cc1ccc(CSCCNC(=O)/C=C/c2ccccc2Cl)cc1
  -9	-25	1	96	-1	-1	4	-4	95
> CNc1ncc(C(=O)C(C)(C)C)s1
  12	15	2	105	-1	7	-5	0	107
> O=C1CCCC2=C1C(c1ccc(O)c(O)c1)c1c(ccc3ncccc13)N2 (stereo not given)
  -2	10	·	100	0	-2	77*	4	95
> COCCn1c(C)cc(C(=O)CSc2nnc3ccccn23)c1C
  -10	10	3	104	1	0	3	-3	100
> COc1ccc(NC(=O)CSc2nc3c(c(=O)n2-c2ccccc2OC)SCC3)cc1
  32	1	-2	104	4	10	2	-16	107
> CCOc1ccc(CN(C)Cc2cc(=O)oc3cc(C)c(Cl)cc23)cc1
  10	-16	-11	101	1	-2	1	-2	95
> O=C(CCCN1C(=O)c2ccccc2C1=O)Nc1ccccc1
  8	13	6	105	3	0	-3	0	101
> O=C(CCN1C(=O)c2ccccc2C1=O)Nc1ccncc1
  32	14	0	115	0	10	7	6	111

Other records follow:
SMILES	NALP1 yeast inh	SUMO HTRF inh	IDE act	MEKK2 WT-MEK5	IDE inh	MEKK2 mut-MEK5	M18AAP inhibitor	p-CIP stab down	MEKK3 PB1 HTS
Cc1cccc(N2CCN(C(=O)c3c(-c4ccccc4Cl)noc3C)CC2)c1C	14	-2	2	111	-1	9	-15	-15	106
CCOC(=O)c1cnc(-c2ccccc2)nc1Oc1cccc(Cl)c1	0	-7	5	101	-1	4	-4	-6	100
Cc1ccc2c(C)c(C(=O)NCc3ccc(S(N)(=O)=O)cc3)oc2c1C	10	26	9	93	-2	-7	3	-16	97
COc1ccc(Cl)cc1-c1n[nH]c(=S)o1	-32	9	-1	111	-2	4	8	-11	105
CCCOC(=O)c1cccc(NC(=O)C(C)(C)C)c1	32	5	1	107	2	1	-5	-17	110
Cc1ccccc1NC(=O)N1CCN(C(=O)c2ccco2)CC1	1	-11	2	108	4	3	-6	7	103
O=C(C1CCCO1)N1CCN(C(=S)Nc2ccc(Cl)c(Cl)c2)CC1 (stereo not given)	9	6	1	106	0	0	1	-12	119
CCCOc1ccc(Cn2c(O)cc(=O)[nH]c2=O)cc1	19	28	7	94	4	-3	1	-30	95
Cc1nnc(C)n1/N=C/c1cccn1C	26	4	4	97	1	-9	-8	-12	98
Cc1ccc(S(=O)(=O)NNC(=O)c2ccc3ccccc3n2)cc1	·	0	2	95	4	1	5	-5	94
O=c1c2ccccc2c(-c2ccc(O)cc2)nn1-c1cccc(C(F)(F)F)c1	17	-13	3	87	5	10	-2	5	100
Cc1nc(/C(N)=N/OC(=O)c2ccccc2Cl)c(C(F)(F)F)o1	35	15	-1	94	-6	-16	-18	-15	94

SMILES	NALP1 yeast inh	SUMO HTRF inh	IDE act	MEKK2 WT-MEK5	IDE inh	MEKK2 mut-MEK5	M18AAP inhibitor	p-CIP stab down	MEKK3 PB1 HTS
Cc1nnc(NC(=O)CSc2ncc(-c3ccccc3)[nH]2)s1	·	29	-3	111	0	17	-12	-7	116
CC(Sc1nc(-c2ccccc2)cc(C(F)(F)F)n1)C(=O)O (stereo not given)	-13	-3	·	89	11	-8	-16	5	102
CC(C)=CCN1CCN(Cc2cccn2-c2ccccn2)CC1CCO (stereo not given)	15	15	4	99	3	-6	2	-7	84
Cc1ccc(NC(=O)c2ccc(CSc3ncnc4nc[nH]c34)cc2)c(C)c1	0	6	-5	100	9	4	11	-2	100
COc1ccc(C2=CC3=C(Br)C(=O)C(C)(OC(=O)C4CCCC4)C(=O)C3=CO2)cc1 (stereo not given)	5	8	-2	95	2	1	·	2	88
CCN(CC)c1ccc(N=CN2CCOCC2)cc1	7	-9	2	91	0	2	34*	4	91
CCOCc1nnc(NC(=O)C2c3ccccc3Oc3ccccc32)s1	8	7	2	99	3	0	-9	2	99
COc1cc(C(=O)N/N=C/c2ccc(OC(=O)c3ccccc3Cl)cc2)ccc1O	16	-10	-20	96	9	-7	5	10	102
CCOC(=O)/C(CCC[N+](C)(CC)CC)=N\O	26	8	3	94	-6	-3	-5	0	91
CCNc1nc(N)c(C(=C(C#N)C#N)c2ccccc2)s1	-18	24	-5	109	1	4	4	-13	108
CCCCN(CC)CCCNC(=O)CS(=O)(=O)Cc1nc(-c2cccc(OC)c2)oc1C	32	-4	-5	109	0	3	3	1	100
COc1ccc(CNC(=O)COC(=O)c2cc(-c3cccs3)nc3ccccc23)cc1OC	33	23	2	109	-2	1	-5	-8	102

SMILES	NALP1 yeast inh	SUMO HTRF inh	IDE act	MEKK2 WT-MEK5	IDE inh	MEKK2 mut-MEK5	M18AAP inhibitor	p-CIP stab down	MEKK3 PB1 HTS
COc1ccc(NC(=O)C/C(C)=N/NC(=O)c2ccccn2)c(OC)c1	-8	10	2	102	8	7	5	6	100
Cc1cc(C)n(C(=O)COc2ccccc2C)n1	1	-7	2	101	2	3	-2	9	104
C=CCN1C2CCCC1CC(NC(=O)Nc1cccc(C(C)=O)c1)C2 (stereo not given)	2	3	1	100	3	4	1	-8	107
O=C(O)c1ccc(S(=O)(=O)Nc2ccc(O)c(Sc3nc4ccccc4s3)c2)cc1	-6	16	5	102	-1	6	20	7	102
O=S(=O)(/C=C/c1ccccc1)N1CCOCC1	6	2	-2	106	-2	6	3	0	104
COc1ccc(CC(=O)Nc2ccccc2C(=O)N2CCCC2)cc1	0	1	2	101	3	3	1	-4	101
O=c1cc(-c2ccccc2)nc2nc[nH]n12	-13	11	5	93	3	-4	6	2	101
Cc1cc(NC(=O)CSc2nnc(NCc3ccccc3)s2)no1	·	0	3	102	-1	0	-3	10	100
O=C(Nc1nnc(SCCC2OCCO2)s1)C1CC(=O)N(c2ccccc2)C1 (stereo not given)	4	8	-3	104	2	9	9	-2	101
Cc1c(Cl)cccc1NC(=O)CNCc1ccccc1F	12	-46	7	90	3	-9	-5	10	96
O=S(=O)(Nc1cccc2ncccc12)c1cccs1	32	-77	1	104	1	4	1	-1	103
Cc1c(NS(=O)(=O)c2ccc(NC3CCCC3)c([N+](=O)[O-])c2)c(=O)n(-c2ccccc2)n1C	17	22	6	94	-2	7	-1	-11	95

SMILES	NALP1 yeast inh	SUMO HTRF inh	IDE act	MEKK2 WT-MEK5	IDE inh	MEKK2 mut-MEK5	M18AAP inhibitor	p-CIP stab down	MEKK3 PB1 HTS
C#CCOc1c(Br)cc(/C=N\NC(=O)CN2CCOCC2)cc1OCC	2	10	1	101	2	11	-2	-11	100
Cc1nn(-c2ccccc2)c(C)c1C(=O)Nc1ccc(N2CCOCC2)cc1	15	4	-3	100	6	-3	4	-5	101
Cn1c(=N)c(S(=O)(=O)c2ccc(F)cc2)cc2c(=O)n3ccccc3nc21	11	36	-4	106	2	3	-2	3	103
Cc1cccc2c1Sc1ccccc1CC2=O	-5	-31	-1	91	-1	-10	-5	-1	93
CCOC(=O)N1CCN(C(=O)C2CCN(S(=O)(=O)c3cc(C)ccc3OC)CC2)CC1	-26	-7	-8	98	2	-5	0	-4	107
COc1ccc(Nc2nnc(Cc3ccccc3)c(=O)[nH]2)c(OC)c1	-36	2	3	100	3	1	-2	-4	102
CC(=O)Nc1cc(-c2nc3ccccc3o2)ccc1Cl	14	6	3	109	·	11	5	-10	110
O=C1c2ccccc2C(=O)N1c1cccc(-c2csc(Nc3ccc4c(c3)OCO4)n2)c1	26	9	·	99	-3	4	18	-5	96
CC(C)C(C(=O)NCc1ccco1)N(CC1CCCO1)C(=O)CNS(=O)(=O)c1ccccc1 (stereo not given)	11	2	-2	94	5	-6	1	4	95
O=C(CSc1nnc(COc2ccccc2Cl)o1)NC(=O)NCc1ccco1	0	24	4	100	-4	2	6	0	102

Assay outcomes: PubChem, several laboratories

This is a subset; rates above refer to the full screens.
